A549 viability = counter-screen for Nrf2 inhibitors: cytotoxicity in A549 cells; A549 ARE-Fluc cells, CellTiter-Fluor viability, 18-24 h; Potency, µM (titrated, usually from 46 µM), inactives show top-dose activity change, negative = cytotoxicity, most hits filed as inhibitors; 390,000 tested, 0.16% active; AID 504648; further: potency means the concentration at half of the fitted maximal effect; on the % scale 0 is the no-effect control and ±100 the full control effect
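A549 ARE_Fluc cells in 5% FBS OPTI-MEM were exposed to compounds in concentration-response for 18-24 h at 37 deg C. Viability was read by CellTiter-Fluor fluorescence (Ex 405/Em 525) after 30 min, before the luciferase read.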
Nrf2 block = Nrf2 pathway inhibition; A549 ARE-Fluc reporter, luciferase luminescence, 18-24 h; Potency, µM (highest dose often 46 µM), for inactives: at the top dose activity change, negative = inhibition, actives largely listed as inhibitors; 360,000 tested, 2.1% active; further: potency means the concentration at half of the fitted maximal effect; on the % scale 0 is the no-effect control and ±100 the full control effect; nearly all actives have a fitted effect of over 60% in size
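Two sequential reads on A549 ARE_Fluc cells exposed to compound for 18-24 h: a CellTiter-Fluor fluorescence read for viability, then a luciferase luminescence read for Nrf2/ARE activity.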
TGFb SMAD3 inh = blocks TGF-b signaling; Potency, µM (top dose mostly 46.1 µM), for the others: top-dose activity, negative = inhibition, usual class: inhibitors; 410,000 tested, 1.2% active; HepG2 CAGA-GFP TGF-b/SMAD3 reporter, GFP fluorescence, 18 h; TGF-beta stimulated, 500 pg/mL final; further: potency means the concentration at half of the fitted maximal effect; on the % scale 0 is the no-effect control and ±100 the full control effect; nearly all actives have a fitted effect of over 65% in size
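HEPG2 CAGA-GFP, 1000 cells/well; 2 h settle, 37 C; cpd via pin tool; TGF-b 500 pg/mL final; 18 h, 37 C; GFP imaging ex488/em500-530; %Activity normalised to -TGF-b and +DMSO controls; CRC fit, curve class.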
Nrf2 ARE act = activates Nrf2 signaling | AREc32 ARE-luciferase reporter (MCF7-derived line), luminescence, 24 h | Potency, µM (series often up to 46.1 µM), inactives show at the highest dose activation, most hits filed as activators | 410,000 tested, 0.31% active | AID 624171; further: potency means the concentration at half of the fitted maximal effect; % of control where 0% means no effect; nearly all actives have a fitted effect of over 65% in size
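Luciferase luminescence (Steady-Glo, 30 min at room temperature) served as the read-out of ARE activation in AREc32 cells treated with compounds for 24 hr at 37 deg C.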
Abeta rescue = A-beta toxicity reversal in yeast; yeast expressing A-beta42, growth rescue, OD600, 48 h; response scale: 0% DMSO, 100% iron-clioquinol control; Potency, µM (highest dose often 46.1 µM), inactives show at the highest dose growth rescue, hits mostly activators; 410,000 tested, 0.063% active; further: potency means the concentration at half of the fitted maximal effect; nearly all actives have a fitted effect of over 55% in size
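Growth rescue measured by 600 nm absorbance after 48 h yeast culture at 30 C with compound. Values normalized between DMSO and an equimolar ferric chloride plus clioquinol control.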
HepG2 viability = counter-screen for TGF-b inhibitors: cytotoxicity in HepG2 cells. HepG2 CAGA-GFP viability, ATP luminescence, 18 h. 410,000 tested, 0.76% active. Potency, µM (doses to about 46.1 µM), for inactives: at the top dose activity change, negative = cytotoxicity, actives largely listed as cytotoxic. AID 588856; further: potency means the concentration at half of the fitted maximal effect; some results filed as inactive show a strong effect at the top dose
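HepG2 CAGA-GFP cells (1000/well, DMEM with 1% FBS) received compound, then TGF-beta at 500 pg/mL final, and were incubated 18 hours at 37 degrees C. Viability was read by CellTiter-Glo luminescence. Media-only wells were set as complete cell-killing and DMSO as no toxicity.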
CCT modulator = modulators of cytosolic chaperonin (CCT/TRiC) activity; 360,000 tested, 0.3% active; purified chaperonin ATPase assay, HTRF ADP detection, 30 min; activity change, % (concentration not given with the values), hits read low; in the data active means activity change below about -30%; further: on the % scale 0 is the no-effect control and ±100 the full control effect
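Nucleotide hydrolysis assay: TRiC at 20–40 nM final (set by batch activity) with 10 uM ATP, 30 min at 37 °C, in presence of 76 uM compound. Detection by competitive ADP HTRF, 30 min ambient.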
MmCpn inh = blocks the Methanococcus maripaludis chaperonin Mm-Cpn | purified Mm-Cpn ATPase, ADP Transcreener TR-FRET | Potency, µM (titrated, usually from 76.9 µM), for the others: at the top dose activity, negative = inhibition, actives largely listed as inhibitors | 330,000 tested, 0.031% active | AID 504842; further: potency means the concentration at half of the fitted maximal effect; on the % scale 0 is the no-effect control and ±100 the full control effect; nearly all actives have a fitted effect of over 80% in size
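Purified archaeal Mm-CPN (25nM final) preincubated 10 min at 37degC with compound, then 10uM ATP for 30 min at 37degC; ADP measured by HTRF Transcreener TR-FRET; buffer 30 mM TRIS pH 7.4, 100mM KCl, 5mM MgCl2, 1mM DTT.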
pAkt inh = inhibitors of Akt phosphorylation. Neuro2A IGF-stimulated pAkt S473 HTRF, 20 min; hits give low values. activity change, % for hits at 50 µM. 360,000 tested, 0.32% active; in the data active means activity change below about -80%; inconclusive means mostly about -51% to -80%; further: on the % scale 0 is the no-effect control and ±100 the full control effect
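Neuro2A cells (4,500/well, DMEM with 0.5% FBS) were treated with compound at a single 50 µM final concentration, stimulated with 6 nM IGF for 20 min at 37 °C, and lysed. Phospho-Akt Ser473 was read by HTRF as 665/615 ratio ×10^4.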
* marks the source's active call; other numbers are inactive results; i = inactive; u = inconclusive; x = no result given; & = joins results of further samples; [ ] = remark or other dose. Unless noted, the call rests on the fitted dose curve; in most records, active means well fitted curve in the direction sought with a large enough effect; inconclusive means small, poorly fitted or top-dose-only effect, or another doubt; inactive means no such curve, though single readings can be large; an effect the other way counts as inactive or inconclusive.

No.	Structure	pAkt inh	MmCpn inh	A549 viability	CCT modulator	HepG2 viability	Abeta rescue	Nrf2 ARE act	TGFb SMAD3 inh	Nrf2 block
1	C=CCN(c1ccc(F)cc1)S(=O)(=O)c1cc(C(=O)NC2CC2)ccc1Cl	i	x	x	-1.1	-17%	-4%	-0.8%	1%	x
2	O=C(O)c1ccc(N=NN2CCCCCC2)cc1	i	1%	-5%	0.2	1%	-6%	-0.9%	-1%	u
3	O=C(Nc1ccc2nc(SCC(=O)N3CCCc4ccccc43)sc2c1)c1ccccc1	x	x	-15%	x	-52%	9%	1.0%	0%	12µM*
4	Nc1c(N(CCO)C(=O)C2CCCC2)c(=O)[nH]c(=O)n1Cc1ccccc1	i	-1%	-2%	-0.7	3%	-16%	-0.1%	4%	u
5	CC(C)CN(C(=O)CCc1ccccc1)c1c(N)n(CC(C)C)c(=O)[nH]c1=O	i	3%	1%	-2.1	0%	-17%	-0.1%	-13%	-6%
6	CC(C)c1ccc(NC(=O)CN2C(=O)CCc3cc(S(=O)(=O)N4CCOCC4)ccc32)cc1	x	x	14%	x	2%	12%	5.8%	u	x
7	COc1cc(C(=O)NC(C)Cc2ccccn2)ccc1OC1CCN(C(C)=O)CC1 (stereo not given)	i	-1%	-4%	-2.4	5%	4%	-0.4%	3%	3%
8	C/C=C/c1ccc(OCC(O)CNCCc2ccc(OC)cc2)c(OC)c1 (stereo not given)	i	1%	2%	0.2	-41%	-2%	4.0%	u	4%
9	CNC(=O)c1nc(C)n(-c2cc(Cl)ccc2Cl)n1	i	0%	-7%	-1.2	2%	-7%	1.8%	0%	-3%
10	CCOc1ccc(C(=O)N2CCN(c3ccccc3)CC2)cc1OCC	i	-1%	3%	0.7	-6%	-12%	-0.2%	5%	9%
11	Cc1ccc(C(=O)N2CCN(c3cc(=O)[nH]nc3-c3ccccc3)CC2)cc1	i	-2%	2%	0.4	2%	9%	0.3%	-1%	13%
12	Cc1cc(C)n2nc(SCc3ccccc3C(=O)O)nc2n1	i	-2%	0%	-2.6	-4%	3%	-0.1%	-3%	-1%
13	O=C1CSC(c2ccccc2F)N1 (stereo not given)	i	2%	-1%	-3.2	-26%	10%	-0.6%	4%	9%
14	CCC(C(=O)Nc1cccc(OC)c1)n1nc(C)c2c(C)n(-c3ccccc3)nc2c1=O (stereo not given)	i	0%	1%	-0.7	2%	-3%	0.3%	1%	0%
15	O=C(NCC(=O)N(c1cccnc1)C(C(=O)NC1CCCC1)c1ccccc1)c1ccco1 (stereo not given)	i	1%	-8%	0.7	0%	18%	-0.9%	3%	-10%
16	NCCNc1ccc([N+](=O)[O-])c(Sc2nc3ccccc3[nH]2)c1	i	4%	-17%	1.5	-9%	3%	7.8%	6%	6%
17	COc1ccc(CC(=O)NNC(=O)CCc2ccccc2)cc1	i	0%	4%	-2.0	19%	0%	0.5%	-13%	14%
18	COc1cc(NS(=O)(=O)c2c(C)[nH]c(C)c2C(=O)N2CCCCC2)cc(OC)c1OC	i	3%	0%	-1.7	-34%	4%	-0.5%	0%	-7%
19	Cc1cc(C)c(S(=O)(=O)NCc2cn3ccccc3n2)c(C)c1	i	-1%	13%	-2.1	-9%	-7%	0.6%	3%	u
20	COc1ccc(/C(O)=C2\C(=O)C(=O)N(CCN(C)C)C2c2cccc(OC)c2OC)cc1Cl (stereo not given)	i	-3%	-18%	1.7	-5%	2%	0.6%	-23%	10%

Entries of single compounds as entered above.
COc1cc(C(=O)NC(C)Cc2ccccn2)ccc1OC1CCN(C(C)=O)CC1 (stereo not given) as listed: pAkt inh = i; MmCpn inh = -1%; A549 viability = -4%; CCT modulator = -2.4; HepG2 viability = 5%; Abeta rescue = 4%; Nrf2 ARE act = -0.4%; TGFb SMAD3 inh = 3%; Nrf2 block = 3%
Nc1c(N(CCO)C(=O)C2CCCC2)c(=O)[nH]c(=O)n1Cc1ccccc1 as listed: pAkt inh = i; MmCpn inh = -1%; A549 viability = -2%; CCT modulator = -0.7; HepG2 viability = 3%; Abeta rescue = -16%; Nrf2 ARE act = -0.1%; TGFb SMAD3 inh = 4%; Nrf2 block = u

Next records
No.	Structure	pAkt inh	MmCpn inh	A549 viability	CCT modulator	HepG2 viability	Abeta rescue	Nrf2 ARE act	TGFb SMAD3 inh	Nrf2 block
21	Cc1nc2ccccn2c1C(=O)NC1CCCc2ccccc21 (stereo not given)	i	0%	3%	1.2	-27%	-2%	1.8%	u	1.6µM*
22	O=C(CCCC(=O)OCC(=O)NC1CCCC1)Nc1ccccn1	i	-1%	3%	-0.2	-4%	-6%	-0.7%	18%	6%
23	Cc1ccc2c(c1)N(CCC(=O)NCCCN1CCCC1)C(=O)C(C)O2 (stereo not given)	i	-2%	22%	0.7	-16%	11%	-0.7%	10%	7%
24	CC1CCCN(S(=O)(=O)c2ccc3c(c2)OCCO3)C1 (stereo not given)	i	x	x	-2.5	-17%	-18%	0.1%	-1%	x
25	COc1cc(C(=O)NCc2ccc3c(c2)OCO3)ccc1OCc1c(C)noc1C	i	1%	2%	-2.0	-2%	29%	-0.8%	9%	-21%
26	CCCCOC(=O)Nc1ccc(C(=O)OC)cc1	i	1%	-5%	3.4	6%	-9%	3.7%	-5%	4%
27	Cc1ccccc1NC(=O)C(C)OC(=O)C1CCCO1 (stereo not given)	i	x	x	0.3	5%	4%	-0.9%	-6%	x
28	O=C(O)c1cccc(CSc2nnc(-c3ccc(Cl)cc3)o2)c1	i	5%	-1%	0.7	-26%	4%	-2.0%	-2%	9.2µM*
29	CCN1C/C(=N\S(=O)(=O)/N=C2\CN(CC)C(=O)N2CC)N(CC)C1=O	i	0%	0%	-2.8	-5%	7%	0.2%	-17%	0%
30	Cc1ccccc1NC(=O)Cc1nc(CCl)cs1	i	-1%	0%	0.4	3%	19%	-1.0%	-1%	-5%
31	O=C(NCCCNC(=O)c1ccccn1)c1ccc(F)cc1	i	u	3%	0.1	-13%	-3%	0.5%	0%	-3%
32	COc1cc(/C=N/n2c(C)nc3ccccc3c2=O)cc(OC)c1O	i	1%	-11%	-0.6	-3%	-10%	0.6%	4%	12%
33	COc1ccc(CNS(=O)(=O)c2cnc(N)nc2)cc1	x	x	-12%	x	-2%	-5%	-0.8%	1%	x
34	Cc1ccccc1CN(c1ccc(C(=O)NCCC2=CCCCC2)cc1)S(C)(=O)=O	i	-1%	-6%	-0.2	-24%	5%	-0.7%	-1%	-3%
35	O=C(NCCO)c1cccc2c1C(=O)c1ccccc1-2	i	-3%	-17%	-2.1	5%	-5%	0.5%	2%	-22%
36	CCOc1ccc(C2C(=O)N(C3CCCCCC3)CC(=O)N2Cc2ccccc2)cc1OC (stereo not given)	x	x	5%	x	-15%	5%	3.3%	-4%	x
37	CCOc1ccccc1NC(=O)N1CCc2c(sc3c2CCCC3)C1c1ccccc1 (stereo not given)	x	x	0%	x	-35%	-6%	5.0%	u	x
38	Cc1ccc(-c2ccc(=O)n(CC(=O)NCCN(C)C)n2)cc1	i	-3%	-5%	-2.5	8%	16%	-0.5%	-1%	12%
39	COc1c2ccoc2nc2c(OC)c(OC[C@@H](O)C(C)(C)O)ccc12	i	-7%	-5%	0.3	1%	-15%	0.4%	-10%	14%
40	COc1cccc(NC(=O)CN(C)C(C)C(=O)Nc2cc([N+](=O)[O-])ccc2Cl)c1 (stereo not given)	i	-1%	-11%	1.4	-13%	-8%	0.7%	2%	u

(next part)
No.	Structure	pAkt inh	MmCpn inh	A549 viability	CCT modulator	HepG2 viability	Abeta rescue	Nrf2 ARE act	TGFb SMAD3 inh	Nrf2 block
41	CC(NC(=S)NCCN1CCOCC1)C12CC3CC(CC(C3)C1)C2 (stereo not given)	i	1%	1%	-1.9	-24%	3%	-0.5%	8%	-18%
42	Cc1ccc(OCC(=O)N/N=C/c2ccncc2)cc1C	i	3%	3%	1.7	2%	5%	-0.4%	-5%	-25%
43	COC(=O)CCC(C)C1CCC2C3CCC4CC(O)CCC4(C)C3CC(O)C12C (stereo not given)	i	x	-1%	-1.6	-89%	-66%[inhibitor]	3.1%	u	u
44	O=C(COC(=O)c1ccccn1)Nc1ccc(S(=O)(=O)N2CCOCC2)cc1	i	-1%	-4%	-3.4	22%	7%	-0.8%	-1%	8%
45	C=CC(COCc1ccccc1)N(Cc1ccc(OC)cc1)S(=O)(=O)c1ccccc1Br (stereo not given)	i	-7%	1%&13%	-1.3	-36%&-20%	0%	3.1%	u	-11%&-13%
46	CCN1C2=NCCCN2c2ccccc21	i	-1%	-2%	-2.5	-7%	2%	-0.2%	-8%	9%
47	CCOc1ccc(/C=C(\C)C(=O)c2c(C)cc(C)[nH]c2=O)cc1	i	1%	5%	-1.3	0%	0%	4.9%	3%	9%
48	NC(=O)c1cccc(-c2ccnc3c2CC(C(=O)NCCc2ccccc2)O3)c1 (stereo not given)	i	x	x	2.0	-1%	-3%	1.1%	5%	x
49	CC(=O)Nc1ccc(Nc2cc(C)nc3ccccc23)cc1	i	x	-23%	1.8	-7%	9%	1.8%	-18%	13%
50	CCn1c2ccccc2c2nnc(SCC(=O)Nc3ccc4c(c3)OCO4)nc21	x	0%	-13%	1.2	-1%	-13%	3.7%	31%	11%
51	O=S(CCc1ccncc1)Cc1ccccc1 (stereo not given)	i	2%	4%	-2.1	3%	-1%	-0.1%	-3%	-12%
52	COc1ccc(/C=N/NC(=O)Cn2nnc3ccccc32)cc1OC	i	0%	12%	1.5	14%	5%	5.1%	-7%	13%
53	O=C(CNS(=O)(=O)c1cccs1)N1CCc2ccccc2C1	i	0%	0%	-0.3	0%	7%	2.2%	u	x
54	COc1ccc(OCC(O)CN2CCN(CC(O)COc3ccc(OC)cc3)CC2)cc1 (stereo not given)	i	-5%	-11%	-3.4	-3%	-2%	-0.3%	0%	4%

From PubChem
